# Assay outcomes (PubChem BioAssay)
# bIAP activator: increases bovine intestinal alkaline phosphatase activity | purified bovine IAP, CDP-star luminescence, 30 min; stronger effect = higher value; fold of DMSO-control signal, blank-subtracted | activation factor at 20 µM | 200,000 tested, 0.17% active | AID 1016;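 active means activation factor of 2 or more at 20 µM, a signal rise over negative controls twice the positive control's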
# bIAP inhibitor: blocks bovine intestinal alkaline phosphatase activity. purified bovine IAP, CDP-star luminescence, 30 min. inhibition, % at 20 µM. 190,000 tested, under 10 active. AID 1019;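 active means over 50% inhibition of intestinal alkaline phosphatase at 20 µM in the single-dose screen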
#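 test system = bovine IAP enzyme | medium = DEA buffer 100 mM, pH 9.8, with MgCl2 1.0 mM, ZnCl2 0.02 mM | detection = luminescence | dosing = single compound dose of 20 µM, 2% DMSO final | incubation = 30 min reaction at room temperature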
# Diaphorase inh: diaphorase inhibition or chemical oxidation counter-screen; diaphorase resazurin-to-resorufin fluorescence, NADH, 16 min; bacterial (C. kluyveri) enzyme, not human; 190,000 tested, 0.69% active; AID 1217; inhibition, % at 20 µM;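 active means primary screen inhibition at 20 µM above a set limit, cut at about 50% in these data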;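 further: plate controls were DMSO with full reaction for no effect and wells lacking NADH for full effect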
#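 Test system: Clostridium kluyveri diaphorase enzyme / Quantity: diaphorase at 0.14 U/mL in enzyme working solution / Incubation: 16-min room-temperature incubation before reading / Benchmarks: NADH-free wells as positive control, DMSO-only neutral wells / Signal: resorufin fluorescence 544/590 nm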
# TNAP act hiacc: activators of human TNAP at high phosphate acceptor concentration; purified TNAP, CDP-star luminescence, 1 M DEA, 30 min; stronger effect = higher value; 0 = EDTA background, 1 = DMSO-only activity; P05186; 200,000 tested, under 10 active; activation factor at 20 µM;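 active means activation factor at least 2 at 20 µM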
# Target sequence (P05186 whole entry, looked up): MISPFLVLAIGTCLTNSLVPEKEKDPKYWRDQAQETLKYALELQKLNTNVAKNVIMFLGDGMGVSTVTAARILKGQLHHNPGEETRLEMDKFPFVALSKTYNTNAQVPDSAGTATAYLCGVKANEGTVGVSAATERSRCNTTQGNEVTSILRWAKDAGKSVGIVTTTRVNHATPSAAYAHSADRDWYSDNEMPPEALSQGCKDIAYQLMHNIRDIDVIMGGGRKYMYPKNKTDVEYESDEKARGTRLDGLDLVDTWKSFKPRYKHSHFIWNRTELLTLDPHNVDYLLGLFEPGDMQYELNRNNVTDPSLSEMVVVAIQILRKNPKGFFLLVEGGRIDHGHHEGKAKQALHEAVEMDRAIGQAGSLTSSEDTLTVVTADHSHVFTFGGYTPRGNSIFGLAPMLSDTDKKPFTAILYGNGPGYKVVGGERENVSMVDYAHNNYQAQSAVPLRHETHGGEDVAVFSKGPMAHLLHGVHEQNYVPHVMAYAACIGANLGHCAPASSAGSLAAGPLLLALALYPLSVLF
#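 Measured by: Luminescent substrate turnover signal | Test system: Human TNAP | Input: TNAP 1/800 final | Dosing: 20 µM single point | Schedule: 30 min, room temperature | Controls: EDTA wells as negative control, DMSO wells as positive control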
# PMI act hi M6P: activators of human phosphomannose isomerase at near-saturating mannose 6-phosphate; P34949; coupled PMI enzyme assay, resazurin fluorescence, 20 min; stronger effect = higher value; 1 = untreated enzyme, 0 = substrate-free blank; activation factor at 20 µM; 190,000 tested, 0.34% active; AID 1216;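 active means activation factor of 2 or more at 20 µM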
# Target sequence (P34949 whole entry, looked up): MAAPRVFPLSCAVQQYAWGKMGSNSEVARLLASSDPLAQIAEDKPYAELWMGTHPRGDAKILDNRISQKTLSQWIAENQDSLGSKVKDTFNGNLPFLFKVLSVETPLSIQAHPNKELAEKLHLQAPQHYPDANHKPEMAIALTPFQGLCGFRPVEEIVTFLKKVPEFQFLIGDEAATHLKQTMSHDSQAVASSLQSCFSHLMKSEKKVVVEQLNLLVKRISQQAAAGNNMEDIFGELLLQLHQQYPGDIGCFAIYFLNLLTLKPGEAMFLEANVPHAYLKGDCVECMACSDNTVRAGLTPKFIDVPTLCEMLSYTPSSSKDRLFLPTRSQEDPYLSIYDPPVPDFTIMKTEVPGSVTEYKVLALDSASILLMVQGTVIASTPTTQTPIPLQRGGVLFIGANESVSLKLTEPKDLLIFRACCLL
#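 Material: human phosphomannose isomerase with PGI, G6PDH, diaphorase coupling enzymes. Quantity: 15 ng/mL PMI. Medium: HEPES pH 7.4 buffer with MgCl2 and Tween-20. Reagent: Near-saturating mannose-6-phosphate, 1.0 mM. Compound: 20 µM single dose. Times: enzyme reaction with compound 20 min at room temperature. Detection: resorufin fluorescence at Ex 544/Em 590 nm.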
# Lmaj promast: inhibitors of Leishmania major promastigote growth; Leishmania major promastigotes, resazurin fluorescence viability; inhibition, % at 10 µM; 200,000 tested, 9% active; in the data active means inhibition above about 50%;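 further: promastigotes grown with compound for 44 hours at 28 °C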
# PMI act: activators of human phosphomannose isomerase | P34949 | purified human PMI, coupled resazurin fluorescence, 20 min; stronger effect = higher value; 1 = vehicle control, 0 substrate-free wells | activation factor at 20 µM | 190,000 tested, 0.005% active | AID 1214;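 active means activation factor of 2 or more at 20 µM, relative to plate controls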
# Diaphorase act: counter-screen for diaphorase-based assays: diaphorase activators and chemical reducers. AID 1229. activation factor at 20 µM. 190,000 tested, 0.005% active. Diaphorase/resazurin coupled assay, resorufin fluorescence, 16 min; stronger effect = higher value; 1 = vehicle wells, 0 = NADH-free wells;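 active means diaphorase activity raised at least twofold by the compound at 20 µM; inactive means activation factor below 2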
#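 Material: bacterial diaphorase enzyme (C. kluyveri); amount: enzyme 0.07 U/mL final; reagent: NADH substrate 0.114 mM plus resazurin dye 0.1 mM, final; doses: single compound dose of 20 µM, 1% DMSO final; timing: 16 min enzyme reaction, ambient temperature; measured by: fluorescence of resorufin, 544 nm excitation, 590 nm emission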
# TNAP inh no acc: inhibitors of human TNAP without phosphate acceptor. P05186. 200,000 tested, 0.26% active. purified TNAP, CDP-star luminescence, 30 min. inhibition, % at 20 µM;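 active means tissue-nonspecific alkaline phosphatase inhibition above about 50% at 20 µM in the single-dose screen, limit read from the data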;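 further: 0% = DMSO negative control and 100% = EDTA positive control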
# TNAP inh hi DEA: inhibitors of human TNAP at high phosphate acceptor concentration; P05186; 200,000 tested, 0.03% active; purified TNAP, CDP-star luminescence, 1 M DEA; inhibition, % at 20 µM;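 active means over 50% inhibition of tissue-nonspecific alkaline phosphatase at 20 µM in the single-dose screen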;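 further: plate controls were DMSO wells for no effect and EDTA-quenched wells as full inhibition for full effect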
# An asterisk follows results filed as active.
no.	mol	bIAP activator	bIAP inhibitor	Diaphorase inh	TNAP act hiacc	PMI act hi M6P	Lmaj promast	PMI act	Diaphorase act	TNAP inh no acc	TNAP inh hi DEA
1	Cc1cccc(N2C(=O)c3cccc(Oc4ccc(Cl)cc4)c3C2=O)c1	0.9	13	19	1.1	0.9	-4	0.8	0.8	-16	-6
2	O=C(COc1ccccc1Cl)Nc1ccc(Cl)cn1	0.9	13	18	1	1	-14	1	0.8	-6	-3
3	Cc1c(Cl)cccc1NC(=S)NCc1ccccc1Cl	1.1	-6	16	1	0.9	12	0.9	0.8	-2	-2
4	O=C(CCCC(=O)n1cnc2ccccc21)n1cnc2ccccc21	1.3	-33	5	1.1	1	18	0.9	0.9	-9	-6
5	CO/N=C\CC(=O)Nc1ccc(Cl)cc1Cl	1	0	-22	1	1.1	-3	1.1	1.2	7	2
6	Cc1ccc(C)c(Cn2c(CN(C)Cc3ccccc3)nc3c2c(=O)n(C)c(=O)n3C)c1	1.2	-18	6	1.1	1.1	35	1	0.9	-16	-8
7	Oc1cccc2ccc(/C=C/c3cccs3)nc12	0.9	8	10	1	1.1	94*	1.1	0.9	-8	1
8	Cc1cc(C)cc(N2C(=O)CSC2c2ccccn2)c1 (configuration not stated)	1	0	-3	1.1	1.1	2	1.1	1	-16	-6
9	O=C(O)C1CCN(S(=O)(=O)N2CCOCC2)CC1	1	5	9	1	1	6	1	0.9	-12	-1
10	COc1cccc(C2CC(c3c(-c4ccccc4)c4cc(Cl)ccc4[nH]c3=O)=NN2S(C)(=O)=O)c1OC (configuration not stated)	1.1	-8	1	1	1	100*	1.1	1	5	-3
11	O=C(O)CN=C1CC(c2ccccc2)CC(=O)/C1=C(/O)CCCN1C(=O)c2ccccc2C1=O (configuration not stated)	1	0	9	1	1	-4	1	0.9	18	2
12	Cc1nc2cc(C)c(C)cc2s1	1	2	3	1	1.1	-7	1.1	1	-3	0
13	COCC(=O)Nc1cc(Cl)ccc1C(F)(F)F	0.9	14	9	1	0.9	-2	0.9	0.9	-5	-2
14	O=S(=O)(c1ccc2oc3ccccc3c2c1)N1CCCC1	1	3	2	1.1	1.1	-3	1.1	1	-4	-5
15	O=C(Cn1ccc2ccccc2c1=O)NCCC(=O)NC1CCN(Cc2ccccc2)CC1	1	-1	-4	1	1	-1	0.9	1	-9	0
16	CN(CC(=O)NCC1CCCO1)S(=O)(=O)c1cc(Cl)ccc1Cl (configuration not stated)	0.9	8	8	1	1	-1	1	0.9	-13	-2
17	COc1cccc([C@@H]2Oc3ccc(Br)cc3C(=O)[C@H]2OC(=O)NC2CCCC2)c1	1	-1	15	1	0.9	12	0.8	0.8	-1	2
18	COCCCNC(=O)c1ccc(C(=O)NCCCOC)cc1	0.9	6	23	1.1	0.9	-6	1	0.8	-16	-9
19	O=C(CSCc1cnn(-c2ccccc2)c1-n1cccc1)NCc1ccc2c(c1)OCO2	1	3	23	1	0.9	-6	0.9	0.8	-11	-5
20	C=CCNC(=S)N1CCN(c2ccc([N+](=O)[O-])cc2)CC1	0.7	32	20	0.9	1	3	0.9	0.8	7	6
21	Cc1ccc(C2(c3noc(CN(C)Cc4cnn(C)c4)n3)CCCC2)cc1	1.1	-12	18	1.1	0.9	6	0.9	0.8	-8	-5
22	N#Cc1c(-c2cccs2)cc(-c2ccccn2)nc1N	0.9	6	24	1.1	0.8	-3	0.9	0.8	-2	-5
23	COc1ccc(OC)c(-c2nc(C(N)=O)c3[nH]c(=O)n(-c4ccc(F)cc4)c3n2)c1	1.1	-13	9	1	0.9	-5	1	0.9	-14	-1
24	Cc1sc(NC(=O)Cc2ccc3c(c2)OCO3)nc1-c1ccc2c(c1)CCN2C(=O)c1cccc(F)c1	0.9	6	12	1	0.9	91*	0.8	0.9	-10	4
25	COc1ccc(NC(=S)NC2CCCCC2)c(OC)c1	1	2	19	1.1	0.8	6	0.9	0.8	-5	-6
26	Cc1cc(OCC(=O)O)c2cccc(C)c2n1	0.9	9	16	1	1	-4	1.1	0.8	2	-4
27	Nc1ncnc2c1ncn2[C@H]1C[C@H](O)[C@@H](CO)O1	1	2	8	1	1	-2	1	0.9	0	-2
28	C=CCN(CC=C)C(=O)CCc1nnc(CCc2c[nH]c3ccccc23)o1	1	3	29	1.1	1	6	1	0.7	-11	-6
29	Cc1ccc(-c2[nH]nc3c2C(c2cccnc2)C(C#N)=C(N)O3)cc1 (configuration not stated)	0.9	8	3	1	1.2	71*	1.2	1	27	4
30	CCc1ccc(NC(=S)NC2CC3CCCC(C2)N3Cc2ccccc2)cc1 (configuration not stated)	4.6*	-364	1	1.2	1	95*	1	1	-138	-21
31	CC(C)c1ccc(C(=O)NN2C(=O)C3CCCCC3C2=O)cc1 (configuration not stated)	1	1	4	1	1.1	8	1.1	1	1	0
32	CCOc1ccc(/C=N/NC(=O)c2ccc(Cn3cc(Br)cn3)o2)cc1	0.7	30	6	1	0.9	59*	1	0.9	-9	2
33	O=C(/C=C/c1ccc(Cl)c(Cl)c1)NC1=NCCS1	0.9	6	10	1.1	1.1	-3	1	0.9	-1	-7
34	COc1ccccc1-n1c(SCC(=O)Nc2ccc3c(c2)OCO3)nc2c(c1=O)SCC2	0.9	5	18	1.1	0.9	89*	0.9	0.8	-4	-6
35	CC1Cc2ccccc2N1C(=O)CSc1nncn1C (configuration not stated)	1.2	-23	12	1.1	0.8	-3	0.8	0.9	3	-6
36	Cc1ccc2oc(=O)n(Cc3ccccc3OC(C)C)c2c1	1.1	-5	17	1	0.9	9	0.8	0.8	-6	-1
37	CC(C)OC(=O)CSc1nnc(Cc2ccccc2)n1Cc1ccco1	1	0	-12	1.1	1.1	-3	1.1	1.1	-2	-9
38	CCN=C1SC(CC(=O)NCc2ccccc2)C(=O)N1CC (configuration not stated)	1	0	18	1.1	0.9	-6	0.9	0.8	-15	-8
39	Cc1ccc(NC(=O)CCC(=O)c2cccs2)cc1	0.8	20	13	1	0.9	-2	0.9	0.9	-1	2
40	Cc1cccc(NCC(=O)N/N=C\c2cccc(Oc3ccccc3)c2)c1	0.8	19	20	1	0.9	8	0.8	0.8	-21	1

# Gathered by group: the entries above containing a COOH group (3)
no.	mol	bIAP activator	bIAP inhibitor	Diaphorase inh	TNAP act hiacc	PMI act hi M6P	Lmaj promast	PMI act	Diaphorase act	TNAP inh no acc	TNAP inh hi DEA
9	O=C(O)C1CCN(S(=O)(=O)N2CCOCC2)CC1	1	5	9	1	1	6	1	0.9	-12	-1
11	O=C(O)CN=C1CC(c2ccccc2)CC(=O)/C1=C(/O)CCCN1C(=O)c2ccccc2C1=O (configuration not stated)	1	0	9	1	1	-4	1	0.9	18	2
26	Cc1cc(OCC(=O)O)c2cccc(C)c2n1	0.9	9	16	1	1	-4	1.1	0.8	2	-4

# New compounds follow.
no.	mol	bIAP activator	bIAP inhibitor	Diaphorase inh	TNAP act hiacc	PMI act hi M6P	Lmaj promast	PMI act	Diaphorase act	TNAP inh no acc	TNAP inh hi DEA
41	O=C(O)C1CC=CCC1C(=O)Nc1cc(Cl)ccc1Cl (configuration not stated)	1	2	1	1	1	-3	1	1	-7	-4
42	CCn1nc(C)c(/C=N\NC(=O)c2cccc(OC)c2)c1C	1.1	-9	1	1	1	-5	1	1	-5	-1
43	Cc1nc2ccccc2n2c(-c3ccccc3)c3c(=O)n(C)c(=O)n(C)c3c12	1.1	-6	17	1	1	3	1	0.8	-8	0
44	c1cncc(-c2nnc(SCc3cccc4ccccc34)o2)c1	0.9	15	25	1.1	1	-4	1	0.8	-16	-8
45	C=CCn1c(SCC(=O)Nc2ccc(C(=O)OCC)cc2)nnc1-c1sc(N)nc1C	1	0	5	1	1	58*	1	1	-10	-3
46	COc1ccc(-c2csc3ncn(-c4ccccc4OC)c(=O)c23)cc1OC	1	-3	28	1	0.8	8	0.9	0.7	-9	-2
47	CC(C)(C)NC(=O)NC(=O)CN1CCN(c2ccccc2)CC1	1	-2	4	1	1	0	1.1	1	-4	0
48	O=C(CCCC(=O)N(CC(=O)NC1CCCCC1)CC1CCCO1)Nc1ccccn1 (configuration not stated)	0.9	11	11	1.1	1	1	1	0.9	-9	-8
49	CCOC(=O)C1(Cc2ccccc2)CCCN(Cc2cccc(C(C)=O)c2)C1 (configuration not stated)	1	5	11	1	0.9	11	0.9	0.9	-5	-3
50	COc1ccccc1CNC(=O)COC(=O)c1cccnc1SCC(=O)NCc1ccccc1OC	1.2	-21	6	1	0.9	11	0.9	0.9	-17	-3
51	CCOc1ccc2[nH]cc(C(=O)O)c(=O)c2c1	1	1	5	1	0.9	1	0.9	0.9	12	-1
52	COc1ccc(/C=N/Nc2nncc3ccccc23)cc1	1	-2	1	1	1.8	4	1.6	1	13	-1
53	O=C(CSc1nc2c(c(=O)n1-c1ccc(Cl)cc1)SCC2)Nc1ccc2c(c1)OCCO2	0.9	12	34	1.1	0.9	6	0.8	0.7	-15	-5
54	Cc1ccc(S(=O)(=O)N(C)CC(=O)N2CCCc3ccccc32)cc1	0.9	6	14	1	0.9	1	0.8	0.9	-8	-1
55	C/C(=N\NC(=O)c1ccccc1)c1cc2cc([N+](=O)[O-])ccc2oc1=O	1	-2	20	0.4	1.1	-6	0.9	0.8	19	58*
56	Cc1cc(NC(=O)CN2CCN(C)CC2)no1	1.1	-7	23	1.1	1	-7	1	0.8	-14	-7
57	O=C(COn1nnc2ccccc21)NCC1CCCCC1	0.8	25	20	1.1	1.1	-5	1	0.8	-10	-9
58	Cc1c(Cl)cccc1Nc1nc(N)nc(CSC(=S)N2CCOCC2)n1	1.1	-6	-6	1.1	1.1	16	1.1	1.1	-3	-8
59	Cc1nc(N2CCC(C)CC2)c2c(C)c(C(=O)Nc3ccccc3C(F)(F)F)sc2n1	1	5	7	1	1	51*	1	0.9	-2	-1

# Reformatted: entries from further up.
# The line under a structure holds: bIAP activator	bIAP inhibitor	Diaphorase inh	TNAP act hiacc	PMI act hi M6P	Lmaj promast	PMI act	Diaphorase act	TNAP inh no acc	TNAP inh hi DEA
23	COc1ccc(OC)c(-c2nc(C(N)=O)c3[nH]c(=O)n(-c4ccc(F)cc4)c3n2)c1
    1.1	-13	9	1	0.9	-5	1	0.9	-14	-1
24	Cc1sc(NC(=O)Cc2ccc3c(c2)OCO3)nc1-c1ccc2c(c1)CCN2C(=O)c1cccc(F)c1
    0.9	6	12	1	0.9	91*	0.8	0.9	-10	4
25	COc1ccc(NC(=S)NC2CCCCC2)c(OC)c1
    1	2	19	1.1	0.8	6	0.9	0.8	-5	-6
